TDP1 cell noCPT = qHTS for Inhibitors of human tyrosyl-DNA phosphodiesterase 1 (TDP1): qHTS in cells in absence of CPT; DT40 Tdp1-/- hTDP1 cells, no CPT, ATP luminescence, 48 h; Potency, µM (series often up to 46.2 µM), for the others: at the top dose activity change, negative = growth inhibition, hits mostly inhibitors; 15% of 420,000 active; also: nearly all actives have a fitted effect of over 55% in size
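A cellular qHTS used chicken DT40 cells lacking endogenous Tdp1 but carrying stably transfected human TDP1. Compounds were applied without camptothecin, and cell growth kinetics were judged by ATP-dependent luminescence after ≥48 hr.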
KAT2A inh = inhibitors of human GCN5L2 histone acetyltransferase. Q92830. GCN5L2 HAT assay, ThioGlo1 CoA-SH fluorescence. Potency, µM (series often up to 58.9 µM), for inactives: top-dose activity change, negative = inhibition, usual class: inhibitors. 0.21% of 390,000 active. AID 504327
Target sequence (Q92830 whole entry, looked up): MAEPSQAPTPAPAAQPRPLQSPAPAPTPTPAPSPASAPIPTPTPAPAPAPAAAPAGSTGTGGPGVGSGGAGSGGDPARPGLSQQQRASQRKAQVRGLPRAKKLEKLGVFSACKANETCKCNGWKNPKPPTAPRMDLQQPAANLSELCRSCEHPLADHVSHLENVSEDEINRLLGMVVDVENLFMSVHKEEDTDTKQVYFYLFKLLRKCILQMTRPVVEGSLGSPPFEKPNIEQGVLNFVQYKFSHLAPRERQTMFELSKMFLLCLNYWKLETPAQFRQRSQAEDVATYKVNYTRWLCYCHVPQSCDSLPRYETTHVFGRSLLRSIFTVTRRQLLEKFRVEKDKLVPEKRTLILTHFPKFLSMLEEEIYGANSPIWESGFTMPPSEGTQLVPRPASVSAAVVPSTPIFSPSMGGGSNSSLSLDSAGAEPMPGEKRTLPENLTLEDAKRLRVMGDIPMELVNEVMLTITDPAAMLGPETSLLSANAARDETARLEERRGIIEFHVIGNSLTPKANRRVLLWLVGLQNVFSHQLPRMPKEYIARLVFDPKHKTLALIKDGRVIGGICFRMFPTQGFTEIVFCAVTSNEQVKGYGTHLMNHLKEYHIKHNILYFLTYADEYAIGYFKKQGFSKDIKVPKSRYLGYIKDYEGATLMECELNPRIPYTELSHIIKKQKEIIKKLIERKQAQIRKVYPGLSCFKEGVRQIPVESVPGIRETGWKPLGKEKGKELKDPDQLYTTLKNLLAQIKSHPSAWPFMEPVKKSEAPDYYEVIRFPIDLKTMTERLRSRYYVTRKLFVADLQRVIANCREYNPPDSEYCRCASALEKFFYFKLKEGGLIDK
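Compounds, pin-transferred from DMSO stocks, meet 20nM GCN5L2 for 15 min before the reaction begins with H3(1-25) peptide (75uM) and acetyl-CoA (70uM). Thiol-reactive ThioGlo1 reports CoA release over 20 min at room temperature.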
TDP1 cell CPT = DT40-hTDP1 cell growth loss with CPT | chicken DT40 Tdp1-/-;hTDP1 cells + 20 nM CPT, ATP luminescence, 48 h | Potency, µM (top dose mostly 46.2 µM), inactives show top-dose activity change, negative = growth inhibition, actives largely listed as inhibitors | 12% of 420,000 active; also: nearly all actives have a fitted effect of over 55% in size
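Chicken DT40 Tdp1-/- cells complemented with human TDP1, 400 cells/well, exposed to compounds plus 20 nM camptothecin for at least 48 h at 37 C; viability read as ATP content by CellTiter-Glo luminescence.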
* marks the source's active call; other numbers are inactive results; u = inconclusive; x = no result given; & = joins results of further samples. Calls follow the shape of the dose curve; as a rule, active = well fitted curve in the direction sought with a large enough effect; inconclusive = small, poorly fitted or top-dose-only effect, or another doubt; inactive = no such curve, though single readings can be large; an effect the other way counts as inactive or inconclusive. % is scaled to controls: 0 for no effect and ±100 for the full control effect; potency is read from the fitted curve at half-maximal effect.

| Compound | TDP1 cell noCPT | KAT2A inh | TDP1 cell CPT |
| --- | --- | --- | --- |
| COC(=O)c1cccc(NS(=O)(=O)c2ccc(OC)c(C(=O)N3CCOCC3)c2)c1C | -2% | -2% | -1% |
| CCC(C)NC(=O)c1ccccc1C(=O)NC(C)CC (stereo unspecified) | -10% | -3% | -2% |
| Fc1ccc(C(Nc2ccccc2Cl)c2nnc(-c3ccccc3Cl)o2)cc1 (stereo unspecified) | 21µM* | -7% | u |
| Cc1ccc(N2C(=O)CC(NNc3nc4ccccc4s3)C2=O)cc1 (stereo unspecified) | u | -8% | -3% |
| CCN(CC)CCCNC(=O)c1nn(-c2ccc(C)cc2)c(=O)c2c1c1ccccc1n2C | u | 1% | u |
| CCc1nc2ccc(F)cc2c(C(=O)NC2CCCCC2C)c1C (stereo unspecified) | -22% | 1% | -27% |
| CCC(C)C(=O)Nc1cc(C(=O)OC)ccc1C(=O)OC (stereo unspecified) | -9% | 4% | -23% |
| CCC(C)Nc1sc(S(=O)(=O)CC)nc1S(=O)(=O)c1ccc(C)cc1 (stereo unspecified) | -8% | -10% | -10% |
| Cc1ccc([N+](=O)[O-])cc1NC(=O)c1c(-c2ccccc2)noc1C | 1% | -9% | 6% |
| CC(=O)c1cccc(-c2cnc3c(NC=O)cc(-c4ccc(F)cc4)cn23)c1 | u | x | 16µM* |
| CCOc1ccc(S(=O)(=O)Nc2ccc(F)cc2)c(C)c1C | 21µM* | -14% | 26µM* |
| CCCC(=O)Nc1ccc(C(=O)COC(=O)C2CC2C)cc1 (stereo unspecified) | 1% | -5% | -2% |
| O=C(NCc1ccccn1)C(=O)NCC1OCCN1S(=O)(=O)c1ccc(Br)cc1 (stereo unspecified) | -12% | -2% | -7% |
| Cc1ccc(CNC(=O)C2CCCC2)cc1 | -13% | x | -1% |
| Cc1csc(=O)n1CCC(=O)OCC(=O)NCc1ccccc1 | -6% | x | 8% |
| CSC1=NCCN1C(=O)C(C)(C)Oc1ccc(Cl)cc1 | u | x | -21% |
| CCOC(=O)COc1ccc(F)cc1C(=O)c1ccn2nc(-c3ccc(C)cc3)cc2n1 | -9% | -3% | -2% |
| COc1ccc(-c2nnc(N3CCCCC3)c3ccccc23)cc1 | 18µM* | -2% | 23µM* |
| Cc1onc(-c2ccccc2)c1C(=O)NC(C)C | -20% | -3% | -21% |
| CC(=O)c1c(N2CCN(c3ccc(F)cc3)CC2)nc(=S)n(Cc2ccccc2)c1C | u | 0% | u |
| Cc1cccc(OCc2nnc(SCC(=O)NCC3CCCO3)n2C)c1 (stereo unspecified) | 6% | -4% | -5% |
| C/C(=N/NC(=O)c1ccc(C(C)(C)C)cc1)c1cccnc1 | -29% | x | -16% |
| COc1ccc(-c2cc(N)n(S(=O)(=O)Cc3ccccc3)n2)c(OC)c1 | u | -3% | -25% |
| O=C(CNC(=O)C1COc2ccccc2O1)N/N=C\c1ccc(Cl)cc1 (stereo unspecified) | 0% | -27% | -2% |
| COc1ccc(OC)c(S(=O)(=O)N2CCCCC2C(=O)O)c1 (stereo unspecified) | -20% | -21% | -2% |
| O=C(Nc1ccc(Cl)c(S(=O)(=O)N2CCCCC2)c1)c1cccnc1 | u | -1% | 18µM* |
| COC(=O)c1cc(C(=O)NNC(=O)c2ccc3c(c2)OCO3)cc([N+](=O)[O-])c1 | 1% | -6% | -9% |
| Cc1cc(N2CCC(C)CC2)nc2ccc(NC(=O)CCC(=O)N3CCN(c4cccc(C(F)(F)F)c4)CC3)cc12 | 2.3µM* | -6% | 3.3µM* |
| CCOc1ccc(OCC(=O)Nc2cc3c(cc2C(=O)O)OCCCO3)cc1 | 1% | -1% | 6% |
| c1ccc(COc2ccc(-c3csnn3)cc2)cc1 | 2% | 0% | -14% |

Some of the entries so far, with two lines to a compound:
Each structure is followed by: TDP1 cell noCPT | KAT2A inh | TDP1 cell CPT
Cc1csc(=O)n1CCC(=O)OCC(=O)NCc1ccccc1
 : -6% | x | 8%
CSC1=NCCN1C(=O)C(C)(C)Oc1ccc(Cl)cc1
 : u | x | -21%
CCOC(=O)COc1ccc(F)cc1C(=O)c1ccn2nc(-c3ccc(C)cc3)cc2n1
 : -9% | -3% | -2%

Already shown: an excerpt of the list.
| Compound | TDP1 cell noCPT | KAT2A inh | TDP1 cell CPT |
| --- | --- | --- | --- |
| Fc1ccc(C(Nc2ccccc2Cl)c2nnc(-c3ccccc3Cl)o2)cc1 (stereo unspecified) | 21µM* | -7% | u |
| Cc1ccc(N2C(=O)CC(NNc3nc4ccccc4s3)C2=O)cc1 (stereo unspecified) | u | -8% | -3% |

The list goes on.
| Compound | TDP1 cell noCPT | KAT2A inh | TDP1 cell CPT |
| --- | --- | --- | --- |
| O=C(NCC(c1ccco1)N1CCCC1)c1ccc(Cl)cc1 (stereo unspecified) | -5% | -6% | -7% |
| O=C(NNS(=O)(=O)c1ccc(Br)cc1)c1cccs1 | 1% | -2% | 6% |
| Cc1ccccc1COC(=O)c1cc([N+](=O)[O-])ccc1N1CCOCC1 | u | -5% | u |
| Brc1c(-c2ccc3c(c2)OCO3)nc2ncccn12 | -5% | -14% | 7% |
| O=S(=O)(c1ccccc1)c1nc(-c2cccs2)oc1SCc1ccccc1F | -27% | -4% | u |
| CC(C)(C)OC(=O)[C@H](Cc1ccccc1)NC(=O)c1nc[nH]c1C(=O)N1CCN(c2ccccc2)CC1 | u | -9% | u |
| COc1ccc(-c2[nH]ncc2-c2cnn(-c3ccccc3)c2)c(O)c1 | -24% | -6% | -10% |
| c1ccc2c(c1)CCNC2c1ccncc1 (stereo unspecified) | -5% | 4% | 6% |
| N/C(=N\OC(=O)COc1ccc(Cl)cc1)c1ccc(Cl)cc1 | -13% | -2% | -8% |
| CC1=C(C(=O)O)N2C(=O)C(NC(=O)c3nn(C)cc3[N+](=O)[O-])C2SC1 (stereo unspecified) | -6% | -1% | -18% |
| COc1ccc(C(=O)N2CCNC(=O)C2CC(=O)Nc2ccc(C)c(C)c2)cc1 (stereo unspecified) | u | 2% | u |
| COC(=O)c1cc(=O)nc(NNC(C)=O)s1 | -5% | x | -2% |
| NNC(=O)c1cccc(S(=O)(=O)Nc2cccc(C(F)(F)F)c2)c1 | 6% | 22% | -13% |
| O=C(NCCCN1CCc2ccccc2C1)C1CCN(S(=O)(=O)N2CCC3(CC2)OCCO3)CC1 | -15% | -3% | -15% |
| CCc1ccc(C(=O)c2cn(CC(=O)Nc3ccc4c(c3)OCCO4)c3ccc(F)cc3c2=O)cc1 | -18% | 1% | -20% |
| Fc1ccc(OCCCn2ccnc2)cc1 | 14% | -10% | -16% |
| O=C(COC(=O)c1ccccc1Cl)NC1CCCCCC1 | -6% | -10% | 1% |
| Cc1ccc(OCC(=O)N2CC(C)OC(C)C2)c([N+](=O)[O-])n1 (stereo unspecified) | 13% | -14% | 0% |
| COc1ccc(CCN2CCCC(CN(C)Cc3cccc(OC)c3)C2)cc1 (stereo unspecified) | u | -2% | u |
| CC1=C(C(=O)Nc2ccccc2C)C2(CCCC2)C(C(N)=O)C(=O)N1 (stereo unspecified) | u | -2% | u |
| COc1ccc(/C=N/NC(=O)CCC(=O)Nc2ccc(F)cc2)c(OC)c1 | 7% | 3% | -2% |
| CCCCN(C(=O)c1ccc(C)o1)c1c(N)n(CCCC)c(=O)[nH]c1=O | 13% | -5% | 8% |
| COc1ccc2ncccc2c1Cc1c(OC)ccc2ncccc12 | 13µM* | x | 15µM* |
| CCc1nc2ccccc2c(C(=O)Nc2ccc(F)cc2)c1C | 21% | 4% | -5% |
| COC(=O)CCCC1=CC2=CC(=O)C(C)(OC(=O)c3cccs3)C(=O)C2=CN1Cc1ccc2c(c1)OCO2 (stereo unspecified) | -15% | 5% | -6% |
| CC(C)N(C)C1CCN(C(=O)Nc2ccc(Cl)cc2)CC1 | -6% | 0% | -12% |
| O=C(CSc1nc2ccccc2n1Cc1ccccc1F)NCc1ccccc1 | 16µM* | 3% | u |
| Cc1cc(C)n(C(=O)CNC(=O)c2ccc3c(c2)OCCO3)n1 | -10% | u | -19% |
| COc1ccccc1OCC(=O)N(Cc1nc(-c2ccccc2)no1)C1CCCCC1 | 21µM* | 1% | 23µM* |
| CC(=O)Nc1cccc2c1Cc1ccccc1-2 | -22% | -2% | 11% |
| COCCCN1C(=O)C(CC(=O)NCc2cccs2)CC(C(=O)N2CCOCC2)=C1C (stereo unspecified) | 4% | x | -3% |
| CCc1ccc(-n2c(N3CCN(c4ccc(F)cc4)CC3)nc3ccccc3c2=O)cc1 | 12µM* | -7% | 23µM* |
| Cc1[nH]c(=O)[nH]c(=O)c1S(=O)(=O)Nc1cccc([N+](=O)[O-])c1C | 0% | -9% | 13% |
| COC(=O)C1=C(C)N(Cc2ccccc2)C(=NCCc2c[nH]c3ccccc23)N[C@H]1c1cccc(C(F)(F)F)c1 | 16µM* | -4%&-1% | u |
| O=C(NCc1cccs1)c1ccc(CSc2nc3cccnc3n2Cc2ccccc2F)cc1 | 23µM* | -8% | u |
| CCOC(=O)C1CCN(CC(=O)Nc2c(C(=O)OC)n(C)c3cccc(C)c23)CC1 | u | 2% | 2% |
| S=C(Nc1ccccc1)Nc1cccc(Cl)c1Cl | -2% | -2% | 4% |
| CC1=C(C#N)C(NC(=O)C(C)(C)C)(C(F)(F)F)C(=O)N1 (stereo unspecified) | 5% | 1% | 5% |
| O=C(Nc1ccc(-c2cn3ccsc3n2)cc1)C1COc2ccccc2O1 (stereo unspecified) | u | -7% | 21µM* |
| Cc1ccc(Cl)cc1NC(=O)CN1C(=O)CCc2ccccc21 | -25% | -11% | -8% |
| COc1cccc(OCc2nc3ccccc3[nH]2)c1 | u | -2% | 13µM* |
| COc1ccc(NC(=O)Cc2ccc(C)cc2)cc1S(=O)(=O)N1CCCCC1 | u | -4% | u |
| S=c1[nH]nc(CSCc2ccccc2Cl)n1-c1ccccc1 | 5% | u | -19% |
| CCCCCCCCN1C(=O)[C@H](CC(=O)NCC2CCCCC2)C[C@@]2(C(=O)OCC)CCCC=C12 | 18µM* | x | 21µM* |
| Cc1cc2ccccn2c1C(=O)c1ccc(Cl)c([N+](=O)[O-])c1 | u | -8% | 21µM* |
| CCCc1cc(=O)[nH]c(SCC(=O)c2cc(C)n(C(C)COC)c2C)n1 (stereo unspecified) | -9% | 0% | 0% |
| CCC(=O)NC(=S)NNC(=O)c1ccc(O)cc1 | u | -2% | -24% |
| COC(=O)c1ccc(C(=O)OC)c(NC(=O)/C=C/C(=O)O)c1 | u | 8% | u |
| O=C(c1cccc(S(=O)(=O)NCc2ccccc2)c1)N1CCCCC1 | -26% | -1% | -12% |
| CCc1ccc(N2CC(C(=O)OCC(=O)Nc3ccc(C#N)cc3)CC2=O)cc1 (stereo unspecified) | -6% | -11% | -22% |
| COCCCNC(=O)CCC(=O)NNc1nc2ccccc2c2nc(C)nn12 | 4%&7% | -2%&-5% | 11%&1% |
| Cc1ccc(C(=O)N2CCCC2)cc1S(=O)(=O)Nc1ccccc1 | -24% | -3% | -8% |
| CCc1ccccc1N(c1nc(-c2ccc(OC)c(OC)c2)no1)c1nc(-c2ccc(OC)c(OC)c2)no1 | 6% | -2% | 2% |
| O=C(O)CSCC(=O)N1CCN(Cc2ccc3c(c2)OCO3)CC1 | 1% | -5% | 2% |
| CN1CCN(c2ncnc3c2cnn3-c2ccc(Cl)cc2)CC1 | u | -7% | u |
| O=C(Nc1cccc(F)c1)N1CC[C@@]2(CCCNC2)C1 | -24% | -13% | -17% |
| Cc1sccc1/C=N/NC(=O)c1ccco1 | 14% | u | -12% |
| CC1(C)Oc2ccc3ccc(=O)oc3c2/C(=C/NNC(N)=S)C1=O | u | -3% | 6% |
| CC(=O)Nc1ccc(NC(=O)C2CC(=O)Nc3nc4ccccc4n32)cc1 (stereo unspecified) | 7% | -1% | 4% |
| COc1ccc(Nc2ccc(N3C(=O)CCC3=O)cc2[N+](=O)[O-])cn1 | -14% | -4% | -7% |

New compounds follow
| Compound | TDP1 cell noCPT | KAT2A inh | TDP1 cell CPT |
| --- | --- | --- | --- |
| Cn1cccc1-c1cc(C(=O)N/N=C/c2ccc(F)cc2)[nH]n1 | u | -2% | -9% |
| CC(=O)N1CCOc2cc(S(=O)(=O)Nc3cc(C(F)(F)F)ccc3Cl)c(C)cc21 | -16% | -10% | -10% |
| COc1ccc(-c2ccc3c(c2)[C@@H]2C[C@H](N(C)C(=O)C(C)(C)C)[C@H]([C@H](C)O)C(=O)N2CC3)cc1 | u | x | u |
| COC(=O)c1c(C)oc(C)c1S(=O)(=O)N1CCOCC1 | -5% | -3% | 1% |
| CSc1ccccc1NC(=O)CN(C)CC(=O)Nc1ccccc1F | -25% | -2% | -4% |
| O=C(OCC(=O)N1CCc2ccccc21)[C@@H]1CC(O)CN1S(=O)(=O)c1ccccc1[N+](=O)[O-] (stereo partly specified) | 18µM* | 1% | 21µM* |
| CSc1nnc(C)c(/C=C/NOCc2ccc(Cl)cc2)n1 | -24% | -6% | -11% |

Some of the compounds tested, so the mix of outcomes need not match the whole.
